Source: PubChem
Pf apPOL inh: Pf-apPOL DNA polymerase inhibition; inhibition, % at 10 µM; AID 1794808; Recombinant Pf-apPOL, molecular beacon fluorescence, 1.5 h; 0.25% of 210,000 active
mHTT-CaM PPI inh: mHTT-calmodulin interaction abrogation; P42858; AlphaScreen His-mHTT/GST-CaM binding, luminescence; inhibition, % at 15 µM; 3.6% of 190,000 active; AID 1671202;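 also: 0% = both proteins with DMSO and 100% = one protein alone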
Numbers without * were called inactive; nt = no result given; & = joins results of further samples. Rule as the data show it: active = inhibition above about 50%; inactive = the rest.

SMILES	Pf apPOL inh	mHTT-CaM PPI inh
COc1cc(C(=O)Nc2ccc(-c3nc4cc(C)ccc4o3)cc2C)cc(OC)c1OC	0	5
COc1ccc(NC(=O)CCc2nc(-c3ccccn3)no2)cc1	3	nt
COc1ccc(/C=C2\C(=O)Nc3ccc(Br)cc32)cc1	-3	48
CC1(C)S[C@@H]2[C@@H](C(=O)OCc3ccccc3)NC(=O)N2[C@H]1C(=O)OCc1ccccc1	-2	-4
COC(=O)c1csc2c(C(F)(F)F)cc(N3CCN(S(=O)(=O)c4ccc(C)cc4)CC3)nc12	-4	nt
CC(C)C(=O)N1CCN(c2ccc(Cl)cc2Cl)C(=O)C1C (stereo unspecified)	-5	-4
O=C(Cc1ccccc1F)N1CCC(c2cnn(-c3cccc(F)c3)c2)CC1	-8	-11
CCCN1C(=O)/C(=C2/SC(=N)NC2=O)c2cc(Br)ccc21	-1	5
COc1ccccc1CNC(=O)C1CCN(c2cncnc2N2CCCCC2)CC1	-4	12
Cc1ccc(C(C)NC(=O)C2CCN(c3cncnc3N3CCN(C)CC3)CC2)c(C)c1 (stereo unspecified)	0	21
CC(=O)N(C)c1ccc(NC(=O)c2ccc(Cl)cc2[N+](=O)[O-])cc1	-16	-1
O=C(NC1CC1)c1c2c(nc3ccc(F)cc13)CCC2	2	-2
COc1cc(C)nc(N(CC(N)=O)S(=O)(=O)c2ccccc2)n1	-1	-7
O=C(CN1C(=O)CSc2ccc(S(=O)(=O)N3CCCCC3)cc21)NCc1cccnc1	-16	1
CCOc1nc(Nc2ccccc2)nc(OCC)n1	-10	-11
N#Cc1c(N=Cc2ccccc2O)oc(-c2ccoc2)c1-c1ccco1	-1	39
O=C(Nc1ccc(I)cc1)c1c(O)c2ccccc2[nH]c1=O	-5	-2
O=[N+]([O-])c1ccc(-c2noc(-c3ccc(I)cc3)n2)cc1	2	-4
COc1ccc(-c2nc(-c3cc4cc(Br)ccc4oc3=O)cs2)cc1	1	-5
CCC1CCCCN1S(=O)(=O)c1ccc(F)c(C(=O)Nc2cc(C)ccc2OC)c1 (stereo unspecified)	38	5
Cc1nc2c(C(=O)NCCc3ccccc3)cnn2c(C)c1Cc1ccc(F)cc1	-4	80*
CCC1Oc2ccc(Cl)cc2N(C(C)C(=O)NCCC(C)C)C1=O (stereo unspecified)	-14	-9
CCn1cc(C2=CCN(C(=O)Nc3cc(OC)ccc3OC)CC2)c2cccnc21	-15	47
CC1(C(=O)Nc2ccc(Cl)cc2F)Oc2cccnc2NC1=O (stereo unspecified)	-4	-7
CCC(Cc1ccccc1)NC(=O)C1CCN(S(=O)(=O)c2c(C)n[nH]c2C)CC1 (stereo unspecified)	-6	0
CCOC(=O)Cn1c(C2CC(=O)N(c3ccccc3F)C2)nc2ccccc21 (stereo unspecified)	-9	4
Cc1cc(NC(=O)C2CCN(c3cc(N4CCCC4)ncn3)CC2)ccc1F	-10	17
CCC(C)C(NS(=O)(=O)c1cccc2nsnc12)C(=O)O (stereo unspecified)	10	-2
Cc1sc2nc(SCC#N)[nH]c(=O)c2c1C	-7	23
O=C1C(=Cc2cccc(Cl)c2)Oc2cc(OC(=O)C3CC3)ccc21	1	-2
Cc1cc(C2CCCN2Cc2cc(F)ccc2F)on1 (stereo unspecified)	6	-6
O=C(NCC(=O)N1CCOC(c2ccccc2)C1)c1cccs1 (stereo unspecified)	-1	-2
Nc1c(C(=O)Nc2ccc(F)cc2)nnn1-c1ccc2c(c1)OCCO2	-1	0
CC(C)=CC(=O)CC(O)(c1ccccc1)C(F)(F)C(F)F (stereo unspecified)	-8	-18
Cc1ccc(S(=O)(=O)N2CCC(c3nc(C(=O)N4CCOCC4)c(C)o3)CC2)c(C)c1	-9	15
CCCOc1ccc(CNC(=O)CCC(=O)N2CCCn3nc(-c4cccn4C)cc32)cc1	2	30
O=C(c1ccc(I)cc1)N1CCc2ccccc21	-26	-19
Cc1ccn2cc(C(=O)NCc3ccc(Cl)cc3)nc2c1	-1	-7
CCCCCCCCCCCCCCCCCCOP(=O)([O-])OC1CC[N+](C)(C)CC1	4	nt
COc1ccc(/C=C(\C#N)c2nn(-c3ccccc3)c(N)c2C#N)cc1[N+](=O)[O-]	2	15

For convenience, part of the list above:
SMILES	Pf apPOL inh	mHTT-CaM PPI inh
O=[N+]([O-])c1ccc(-c2noc(-c3ccc(I)cc3)n2)cc1	2	-4
COc1ccc(-c2nc(-c3cc4cc(Br)ccc4oc3=O)cs2)cc1	1	-5
CCC1CCCCN1S(=O)(=O)c1ccc(F)c(C(=O)Nc2cc(C)ccc2OC)c1 (stereo unspecified)	38	5
Cc1nc2c(C(=O)NCCc3ccccc3)cnn2c(C)c1Cc1ccc(F)cc1	-4	80*
CCC1Oc2ccc(Cl)cc2N(C(C)C(=O)NCCC(C)C)C1=O (stereo unspecified)	-14	-9
CCn1cc(C2=CCN(C(=O)Nc3cc(OC)ccc3OC)CC2)c2cccnc21	-15	47
CC1(C(=O)Nc2ccc(Cl)cc2F)Oc2cccnc2NC1=O (stereo unspecified)	-4	-7
CCC(Cc1ccccc1)NC(=O)C1CCN(S(=O)(=O)c2c(C)n[nH]c2C)CC1 (stereo unspecified)	-6	0
CCOC(=O)Cn1c(C2CC(=O)N(c3ccccc3F)C2)nc2ccccc21 (stereo unspecified)	-9	4
Cc1cc(NC(=O)C2CCN(c3cc(N4CCCC4)ncn3)CC2)ccc1F	-10	17
CCC(C)C(NS(=O)(=O)c1cccc2nsnc12)C(=O)O (stereo unspecified)	10	-2
Cc1sc2nc(SCC#N)[nH]c(=O)c2c1C	-7	23
O=C1C(=Cc2cccc(Cl)c2)Oc2cc(OC(=O)C3CC3)ccc21	1	-2
Cc1cc(C2CCCN2Cc2cc(F)ccc2F)on1 (stereo unspecified)	6	-6
O=C(NCC(=O)N1CCOC(c2ccccc2)C1)c1cccs1 (stereo unspecified)	-1	-2
Nc1c(C(=O)Nc2ccc(F)cc2)nnn1-c1ccc2c(c1)OCCO2	-1	0
CC(C)=CC(=O)CC(O)(c1ccccc1)C(F)(F)C(F)F (stereo unspecified)	-8	-18
Cc1ccc(S(=O)(=O)N2CCC(c3nc(C(=O)N4CCOCC4)c(C)o3)CC2)c(C)c1	-9	15
CCCOc1ccc(CNC(=O)CCC(=O)N2CCCn3nc(-c4cccn4C)cc32)cc1	2	30
O=C(c1ccc(I)cc1)N1CCc2ccccc21	-26	-19
Cc1ccn2cc(C(=O)NCc3ccc(Cl)cc3)nc2c1	-1	-7
CCCCCCCCCCCCCCCCCCOP(=O)([O-])OC1CC[N+](C)(C)CC1	4	nt
COc1ccc(/C=C(\C#N)c2nn(-c3ccccc3)c(N)c2C#N)cc1[N+](=O)[O-]	2	15

Further entries:
SMILES	Pf apPOL inh	mHTT-CaM PPI inh
CCN=C1S/C(=C/c2ccc(Oc3ccc([N+](=O)[O-])cc3C#N)c(OC)c2)C(=O)N1CC	11	22
Cc1sc(C)c2c1CCCC2=O	nt	0
COc1ccc(CCNC(=O)N2CC(c3nc(-c4cccs4)no3)C2)cc1	-16	-1
COC(=O)C12CC3CC(CC(NC(=O)c4cnccn4)(C3)C1)C2	14	4
O=c1nc(N2CCOCC2)c(Cl)cn1-c1nc(-c2ccccc2)oc1-c1ccccc1	16	17
COC(=O)CNC(=O)N1CCCC1c1cc(C)on1 (stereo unspecified)	-5	-4
COCCN=C1Nc2ncccc2NC12CCN(C(=O)c1ccc(C)s1)CC2	-3	7
COc1cc(CN2CCCC2c2cc(C)no2)cc(OC)c1OC (stereo unspecified)	3	5
COc1ccc(C(=O)N2CCC(CCOc3ccccc3F)CC2)cc1	-1	41
Cc1nn(-c2ccc(F)cc2)c2nc(N3CCCC(C(=O)NC4CC4)C3)sc12 (stereo unspecified)	-2	-1
CC1(C)CC(=O)C2=C(C1)Nc1cc(C(=O)c3ccccc3)ccc1NC2c1ccccn1 (stereo unspecified)	15	21
Cc1ccc(C(=O)N2CCc3c(c(-c4nc(C)no4)nn3C)C2)cc1	-2	3
O=C(CSc1nc2ccccc2[nH]1)Nc1ccccc1Cl	4	-2
COc1cccc(-c2nnc(NC(=O)c3ccc(S(=O)(=O)N(C)Cc4ccccc4)cc3)o2)c1	-1	5
CCC(=O)N1CCC2(CC1)NC(C)C(=O)N2CC(C)C (stereo unspecified)	1	-4
N#CC1C2(CCCC2)C1(C#N)C(N)=O (stereo unspecified)	nt	-1
C#CCN1CC(N(C)CCOC(=O)c2ccc([N+](=O)[O-])cc2)CS1(=O)=O (stereo unspecified)	-5	3
CCCNC(=O)NCCC1CCN(S(=O)(=O)c2ccc(F)cc2)CC1	6	28
CS(=O)(=O)N(CC(=O)NCC1CCCO1)c1cc(Cl)ccc1Cl (stereo unspecified)	-40	0
O=C(Nc1ccccc1C(=O)O)c1cccc(N2C(=O)c3cccc([N+](=O)[O-])c3C2=O)c1	1	1
N#CC1=C(N)N(c2ccc(Cl)cc2)C2=C(C(=O)CCC2)C1c1ccc([N+](=O)[O-])cc1 (stereo unspecified)	-4	7
CCOc1c(Br)cc(/C=C2\C(=O)NC(=O)N(c3ccc(OC)cc3)C2=O)cc1OC	-2	13
Cc1ccc(C2CC(c3ccc(C)c(C)c3)=NN2C(=O)CN(C)C(=O)C2CC2)cc1 (stereo unspecified)	2	6
CN(CC(=O)Nc1ccc2c(c1)OCCO2)S(=O)(=O)c1ccc(Cl)cc1	-1	1
Cc1ccc(NC(=O)c2n[nH]n(-c3ccc(C)cc3)c2=O)cc1	-9	0
CCCC12CN3CC(CCC)(CN(C1)C3c1ccc(OC(C)C)cc1)C2=O (stereo unspecified)	-6	-10
CCCN(CCC)C(=O)CSc1nc2ccccc2c(=O)n1Cc1ccc2c(c1)OCO2	-6	2
O=C(Cc1ccccc1)N1CCC(c2nc(-c3cnccn3)n[nH]2)CC1	-6	7
COc1ccc(C2=NN(C(C)=O)C(C)(C)O2)cc1OC	-2	-3
Cc1cccc(N=Cc2c(Nc3cccc(C)c3)nc3c(C)cccn3c2=O)c1	0	3
COc1cccc(NC(=O)CCC(=O)O)c1	-7&-8&-2	1
O=C(Nc1ccccc1Cl)C(Sc1ccccc1)c1ccccc1 (stereo unspecified)	0	-56
O=[N+]([O-])c1ccc(S(=O)(=O)Nc2cccc(Br)c2)cc1	4	9
COc1cc(OC)cc(C(=O)N2CCC(c3nc4ccncc4n3CC(C)C)C2)c1 (stereo unspecified)	1	11
Cc1ccccc1C1CCCN1C(=O)c1cc(C2CC2)on1 (stereo unspecified)	0	-3
O=C(Cc1ccccc1Cl)N1CCC2(CC1)NC(=O)N(Cc1cccc(Cl)c1)C2=O	-6	7
CC(C)[C@@H]1NC(=O)[C@@H]2CSCCS(=O)(=O)N2C1=O	0	-3
CC1=C(C(=O)Nc2cccc(Cl)c2C)C2(CCCCCC2)OC1=O	0	-4
Cc1nn(-c2ccccc2)nc1C(=O)Nc1ccc2c(c1)OCCO2	-3	nt
O=C(CCCCCN1C(=O)c2ccccc2C1=O)NCc1ccccn1	-2	1
CCCCN(Cc1ccco1)C(=O)c1noc2c1CC(C)CC2 (stereo unspecified)	-1	-27
CN(C)C(=O)c1cc2c(s1)CCC(C(=O)NCc1cc(F)ccc1F)C2 (stereo unspecified)	-1	-1
NC(=O)c1cc(NC(=O)c2ccc([N+](=O)[O-])cc2)cc(C(N)=O)c1	2	2
O=c1[nH]nc(SCc2nc(COc3ccc([N+](=O)[O-])cc3)no2)n1Cc1ccco1	2	nt
COc1ccc(CNC(=O)C2CCCN(c3nnc4ccc(Cl)cn34)C2)cc1OC (stereo unspecified)	2	6
Cc1nc(C)c(-c2csc(Nc3ccc(N)cc3)n2)s1	-23	87*
Cc1ccc(-n2cc(C(=O)NCc3cccnc3)nn2)cc1	-1	1
COc1ccccc1CNCc1cccc(F)c1	-2	-4
O=C(c1c[nH]c2ccccc12)N1CCC2(CC1)NC(=O)N(Cc1ccc(F)cc1)C2=O	-5	58*
CC(C)(C)c1ccc(/C=C2/N=C(c3ccccc3F)OC2=O)cc1	-2	16
CCS(=O)(=O)c1c(S(=O)(=O)CC)c2c(C)cccn2c1C(=O)c1ccccc1	-4	9
CN1C(=O)S/C(=C\c2ccccc2OCc2ccc(Cl)cc2)C1=O	-4	-2
Cc1nccn1CC1CCN(C(=O)CCSc2ccccc2)CC1	-4	-12
O=C1OC(/C=C/c2ccc([N+](=O)[O-])cc2)=NC/1=C\C=C\c1ccccc1	1	2
CC1CN(CC(O)COC2CCCC2C)CC(C)O1 (stereo unspecified)	-7	-4

Entries of single compounds from above. Values in the order: Pf apPOL inh | mHTT-CaM PPI inh
Listed for CN(C)C(=O)c1cc2c(s1)CCC(C(=O)NCc1cc(F)ccc1F)C2 (stereo unspecified) → -1 | -1
Listed for O=C(c1c[nH]c2ccccc12)N1CCC2(CC1)NC(=O)N(Cc1ccc(F)cc1)C2=O → -5 | 58*
Listed for COc1ccc(CNC(=O)C2CCCN(c3nnc4ccc(Cl)cn34)C2)cc1OC (stereo unspecified) → 2 | 6
